Bioassay records (PubChem BioAssay)
Measles CPE = protection of cells from measles virus; protection (pct of control), % at 4 µM; 140,000 compounds, 1.5% hits; AID 841; Measles virus-infected cells, CPE protection, absorbance; in the data active means protection mostly above about 24%, no sharp cut-off; inactive means mostly below about 26%; further: some compounds called inactive have numbers as strong as hits
PTEN del growth = suppresses growth of cells with PTEN deletion. HCT116 PTEN-null viability, CellTiter-Glo, 60 h; stronger effect = lower value. viability, % at 10 µM. 140,000 compounds, 1.2% hits;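 active means viability at or below a set limit, 4 SD under the median of all tested compounds, cut at about 3.7% in these data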;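 further: PTEN knockout HCT116 line with beta catenin targeted HCT116 as companion control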
GALR2 antag = antagonists of human galanin receptor 2 (GALR2). O43603. GALR2-expressing cells, antagonist mode. inhibition, % at 4 µM. 140,000 compounds, 0.39% hits. AID 828; in the data active means inhibition above about 27%;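 further: cells stimulated with galanin 1-16 at roughly its EC80; 0% = agonist challenge control and 100% = basal control without agonist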
Target sequence (O43603 whole entry, looked up): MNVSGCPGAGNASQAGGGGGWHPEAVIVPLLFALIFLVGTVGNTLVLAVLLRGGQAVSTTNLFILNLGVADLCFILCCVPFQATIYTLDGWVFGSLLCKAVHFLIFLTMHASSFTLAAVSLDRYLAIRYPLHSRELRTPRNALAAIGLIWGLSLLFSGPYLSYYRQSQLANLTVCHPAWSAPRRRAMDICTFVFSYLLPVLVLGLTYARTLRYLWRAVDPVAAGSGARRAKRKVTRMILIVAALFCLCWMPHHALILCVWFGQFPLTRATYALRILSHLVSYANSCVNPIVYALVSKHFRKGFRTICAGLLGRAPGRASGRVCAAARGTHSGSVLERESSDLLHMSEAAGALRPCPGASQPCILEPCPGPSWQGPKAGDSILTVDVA
BB579 growth dn = reduces growth of yeast BB579 in restrictive medium | S. cerevisiae BB579 growth, OD615, 48 h | inhibition, % at 10 µM | 140,000 compounds, 0.51% hits;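 active means inhibition above a set limit, 3 SD over the mean compound inhibition, cut at about 44% in these data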; further: inactives centre near -24
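Test system: S. cerevisiae DeaD strain BB579 yeast; Medium: restrictive CSMM-D medium; Compound: one dose, 10 µM compound with 0.25% DMSO; Incubation: 4 h cell preincubation, 48 h compound exposure, 30 °C humidified; Signal: OD at 615 nm; Benchmarks: amphotericin B at 10 µg/mL as positive control.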
E-sel TNF inh = TNF alpha driven E-selectin expression inhibition; AID 1246; inhibition, % at 2 µM; HUVEC TNFa-induced E-selectin immunofluorescence, high content; 120,000 compounds, 0.71% hits;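 active means inhibition above the batch mean plus 3 SD, and confirmed as a hit on visual image review, cut at about 43% in these data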;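 further: 0% = TNF-stimulated DMSO wells and 100% = unstimulated control wells; not every result past the cut was called active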
HCT116 bCat-KO = beta-catenin-lacking colon tumor cell growth suppression. 140,000 compounds, 1.5% hits. HCT116 beta-catenin knockout viability, CellTiter-Glo, 60 h; stronger effect = lower value. AID 818. viability, % at 10 µM;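 active means viability at or under a set limit, the compound median less 4 SD, cut at about 6% in these data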;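 further: 0% = Hyamine 1622 control at 20 µM and 100% = untreated cell control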
MRP-1 activ = MRP-1 activation; H69AR cells + doxorubicin, viability rescue, CellTiter-Glo; viability increase, % at 10 µM; AID 799; 140,000 compounds, 0.61% hits;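 active means viability gain under doxorubicin at or above a set limit, the compound median plus 3 SD, cut at about 4.7% in these data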;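 further: MRP-1 overexpressing cells given doxorubicin 25 µM after compound pretreatment; 18-22 h compound pretreatment then 72 h with doxorubicin before readout; 0% = doxorubicin-only wells and 100% = vehicle-treated cells without doxorubicin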
NPY-Y2 antag = blocks the human neuropeptide Y Y2 receptor. P49146. NPY-Y2 expressing cells, antagonist mode. inhibition, % at 2.7 µM. 140,000 compounds, 0.99% hits; in the data active means inhibition above about 17%;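 further: 0% = vehicle with agonist challenge and 100% = reference antagonist with challenge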
Target sequence (P49146 whole entry, looked up): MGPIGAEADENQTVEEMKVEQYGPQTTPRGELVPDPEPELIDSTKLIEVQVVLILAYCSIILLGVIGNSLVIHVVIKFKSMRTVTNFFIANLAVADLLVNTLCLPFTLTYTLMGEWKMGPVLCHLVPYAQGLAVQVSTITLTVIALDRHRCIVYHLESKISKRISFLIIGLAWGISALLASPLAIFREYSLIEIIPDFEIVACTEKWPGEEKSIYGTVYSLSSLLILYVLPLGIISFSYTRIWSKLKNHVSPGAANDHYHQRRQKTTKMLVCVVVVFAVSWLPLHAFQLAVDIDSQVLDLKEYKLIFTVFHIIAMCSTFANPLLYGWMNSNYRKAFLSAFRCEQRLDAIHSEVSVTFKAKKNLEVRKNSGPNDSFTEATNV
Phagocyt inh = blocks phagocytosis by macrophages; AID 1029; 110,000 compounds, 0.07% hits; J774A.1 macrophage IgG-bead phagocytosis, imaging; inhibition, % at 5 µM;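 active means inhibition above the mean of the plate negative controls plus 5 SD, cut at about 13% in these data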;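 further: phagocytic index as fraction of beads internalized from green versus red external bead signal; plate controls were DMSO negative control for no effect and cytochalasin-D positive control for full effect; some results beyond the cut were filed as inactive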
Yeast lifespan up = extends the lifespan of yeast; AID 775; 130,000 compounds, 0.68% hits; S. cerevisiae growth with nicotinamide, OD615; deaD strain in restrictive glucose medium; inhibition of the nicotinamide effect, % at 10 µM;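 active means inhibition above a set limit, placed 3 SD over the median of all compounds, cut at about 26% in these data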;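 further: 0% = nicotinamide-treated wells and 100% = cells grown without nicotinamide; some compounds called inactive have numbers as strong as hits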
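assay system = DeaD-strain S. cerevisiae | buffer or medium = restrictive glucose medium | reagent = 1.5 mM nicotinamide | compound = 10 µM single point, 0.25% DMSO | incubation = 48 h compound exposure at 30 °C, humidified | signal = OD615 measurement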
Numbers without * were called inactive; nt = not tested or not shown.

nr | Molecule | BB579 growth dn | PTEN del growth | NPY-Y2 antag | Yeast lifespan up | MRP-1 activ | Measles CPE | Phagocyt inh | GALR2 antag | HCT116 bCat-KO | E-sel TNF inh
1 | CCN(CCNc1ccc([N+](=O)[O-])c2cccnc12)S(=O)(=O)c1ccc(Cl)cc1 | -53 | 60 | 9 | -26 | -3.5 | 6 | 1 | -10 | 63 | -13
2 | C[C@H]1CCCC(=O)CCC/C=C/c2cc(O)cc(O)c2C(=O)O1 | -37 | 66 | 4 | 18 | -2.6 | 9 | 0 | -12 | 65 | 10
3 | CC(ON1CC1(C(F)(F)F)C(F)(F)F)(C(N)=O)C(N)=O (stereo unspecified) | -39 | 97 | 2 | 5 | -2.1 | 5 | -7 | 9 | 84 | nt
4 | COC(=O)C1=Nc2ccccc2/C1=C\c1c(O)n(-c2ccc(OC)cc2)c(=O)[nH]c1=O | -41 | 100 | 4 | -31 | -1.8 | 3 | nt | 0 | 95 | -18
5 | Cc1cccc(N2CCN(CCc3ccccc3)CC2)c1C | 3 | 92 | 8 | -7 | -1.9 | 12 | nt | -28 | 86 | 2
6 | COc1ccc(C(C)=O)cc1CC(C(=O)c1ccc(Br)cc1)N(C)C (stereo unspecified) | -33 | 79 | 6 | -2 | -2.1 | 3 | -5 | -9 | 75 | nt
7 | CN1C2CCC1CC(OC(=O)c1ccc([N+](=O)[O-])cc1)C2 (stereo unspecified) | -3 | 100 | -1 | 2 | 0.4 | 20 | -3 | -3 | 100 | 22
8 | CCCCn1c(=O)c(C(=O)NCc2ccncc2)c(O)c2ccccc21 | 46* | 82 | 3 | -11 | -0.1 | 12 | 0 | -1 | 83 | -2
9 | O=C(c1ccc(CS(=O)(=O)c2ccccc2)o1)N1CCC2(CC1)OCCO2 | -49 | 93 | 1 | -22 | -2.3 | 2 | -1 | -1 | 84 | -39
10 | COc1cccc(C2CC3C(=O)C=CC2N3Cc2ccccc2)c1 (stereo unspecified) | -38 | 25 | 4 | 59* | -5.2 | 6 | -2 | -2 | 31 | nt
11 | O=c1[nH]c(=O)n(C2CCCCCC2)c(O)c1C=NCC1CCCO1 (stereo unspecified) | 4 | 98 | 0 | 1 | 0.0 | 11 | 0 | -4 | 97 | 38
12 | Cc1ccccc1-n1c(O)c(C=Nc2ccc3c(c2)OCO3)c(=O)[nH]c1=O | -54 | 96 | 4 | -20 | -3.4 | 21 | 0 | -1 | 107 | 41
13 | CCC(=NCc1ccco1)c1c(O)n(-c2ccccc2)c(=O)[nH]c1=O | -30 | 103 | 3 | -2 | -2.0 | 9 | 0 | 2 | 97 | -4
14 | COC1=CC(=O)OC(/C=C/c2ccccc2)C1 (stereo unspecified) | -41 | 101 | -2 | 8 | -0.9 | 7 | nt | 8 | 84 | nt
15 | COc1cc2c(cc1O)C[C@H]1NCCc3cc4c(c-2c31)OCO4 | -32 | 6 | 3 | 1 | -2.9 | 4 | nt | 9 | 8 | nt
16 | CN(C)CCN=Cc1c(O)n(C2CCCCCC2)c(=O)[nH]c1=O | -22 | 103 | 1 | -2 | 0.1 | 9 | 0 | 0 | 103 | 17
17 | CC(C)N1CCC2(CC1)NC(CO)(CO)CO2 | -9 | 92 | 3 | -8 | -0.1 | 25 | 1 | -12 | 106 | 2
18 | O=P(/C(=N/O)N1CCOCC1)(N1CCOCC1)N1CCOCC1 | -66 | 106 | 2 | -8 | -0.2 | 19 | 0 | 12 | 89 | -44
19 | O=C(N/N=C/c1c(O)n(CCc2ccccc2)c(=O)[nH]c1=O)c1ccncc1 | -39 | 88 | 1 | 1 | -0.4 | 6 | -5 | -15 | 99 | nt
20 | COc1ccc(P2(=O)Nc3ccccc3N2)cc1 | -29 | 71 | 5 | -16 | -1.9 | 2 | nt | 19 | 70 | nt
21 | CCC(=NCc1ccco1)c1c(O)n(-c2ccc(C)cc2)c(=O)[nH]c1=O | -30 | 89 | 0 | 10 | -2.9 | 7 | -4 | 2 | 77 | 4
22 | CCCC(C)C1C(C#N)=C(N)Oc2c1c(=O)oc1ccccc21 (stereo unspecified) | -36 | 93 | -1 | -5 | -1.1 | 25 | 7 | -16 | 92 | 3
23 | CCc1ccc(-n2c(O)c(/C=N/NC(=O)c3ccncc3)c(=O)[nH]c2=O)cc1 | -9 | 103 | 3 | 0 | 1.1 | 9 | -16 | -7 | 98 | 13
24 | CN(C)C1(c2nnnn2CCOC(=O)Nc2ccc(Cl)cc2)CCCCC1 | -12 | 70 | 0 | 66* | -0.6 | 3 | 1 | -5 | 71 | 15
25 | O=c1cc(CN2CC=C(c3ccccc3)CC2)c2c(ccc3ccccc32)o1 | -43 | 69 | 5 | 0 | -2.5 | 8 | -5 | 18 | 80 | nt
26 | Cc1oc(-c2ccccc2)nc1CN1C(=O)C(C)N=C(c2ccccc2F)c2cc(Cl)ccc21 (stereo unspecified) | -35 | 43 | 17 | 24 | -0.2 | 7 | nt | 2 | 26 | -5

Record cards, as listed above.
`COC1=CC(=O)OC(/C=C/c2ccccc2)C1` (stereo unspecified) across the screens: BB579 growth dn: -41; PTEN del growth: 101; NPY-Y2 antag: -2; Yeast lifespan up: 8; MRP-1 activ: -0.9; Measles CPE: 7; Phagocyt inh: nt; GALR2 antag: 8; HCT116 bCat-KO: 84; E-sel TNF inh: nt
`O=P(/C(=N/O)N1CCOCC1)(N1CCOCC1)N1CCOCC1` across the screens: BB579 growth dn: -66; PTEN del growth: 106; NPY-Y2 antag: 2; Yeast lifespan up: -8; MRP-1 activ: -0.2; Measles CPE: 19; Phagocyt inh: 0; GALR2 antag: 12; HCT116 bCat-KO: 89; E-sel TNF inh: -44

Among those listed so far, these contain an NH in an aromatic ring.
nr | Molecule | BB579 growth dn | PTEN del growth | NPY-Y2 antag | Yeast lifespan up | MRP-1 activ | Measles CPE | Phagocyt inh | GALR2 antag | HCT116 bCat-KO | E-sel TNF inh
4 | COC(=O)C1=Nc2ccccc2/C1=C\c1c(O)n(-c2ccc(OC)cc2)c(=O)[nH]c1=O | -41 | 100 | 4 | -31 | -1.8 | 3 | nt | 0 | 95 | -18
11 | O=c1[nH]c(=O)n(C2CCCCCC2)c(O)c1C=NCC1CCCO1 (stereo unspecified) | 4 | 98 | 0 | 1 | 0.0 | 11 | 0 | -4 | 97 | 38
12 | Cc1ccccc1-n1c(O)c(C=Nc2ccc3c(c2)OCO3)c(=O)[nH]c1=O | -54 | 96 | 4 | -20 | -3.4 | 21 | 0 | -1 | 107 | 41
13 | CCC(=NCc1ccco1)c1c(O)n(-c2ccccc2)c(=O)[nH]c1=O | -30 | 103 | 3 | -2 | -2.0 | 9 | 0 | 2 | 97 | -4
16 | CN(C)CCN=Cc1c(O)n(C2CCCCCC2)c(=O)[nH]c1=O | -22 | 103 | 1 | -2 | 0.1 | 9 | 0 | 0 | 103 | 17
19 | O=C(N/N=C/c1c(O)n(CCc2ccccc2)c(=O)[nH]c1=O)c1ccncc1 | -39 | 88 | 1 | 1 | -0.4 | 6 | -5 | -15 | 99 | nt
21 | CCC(=NCc1ccco1)c1c(O)n(-c2ccc(C)cc2)c(=O)[nH]c1=O | -30 | 89 | 0 | 10 | -2.9 | 7 | -4 | 2 | 77 | 4
23 | CCc1ccc(-n2c(O)c(/C=N/NC(=O)c3ccncc3)c(=O)[nH]c2=O)cc1 | -9 | 103 | 3 | 0 | 1.1 | 9 | -16 | -7 | 98 | 13

A portion of the library; the hit share may differ from the screen's.
